# Shn3 3UTR inh: reduces Shn3 3'UTR luciferase signal in osteoblasts; Clone20 osteoblast Shn3 3'UTR firefly luciferase, 24 h; inhibition, % at 12.5 µM; actives 0.52% (n = 360,000); AID 588674;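 active = mean inhibition of at least 75% with every replicate also reaching 75%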;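 also: 0% = median of neutral control wells and 100% = pilot-screen positive control compound; some compounds past the cut are filed as inactive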
# TRPM1 prom inh: reduces MITF-dependent TRPM1 promoter luciferase signal; inhibition, % at 12.5 µM; SK-MEL-5 TRPM1 promoter luciferase, 24 h; actives 0.83% (n = 330,000);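 active = mean inhibition across replicates of 60% or more, whatever share of single replicates reaches that level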; also: values of inactives mirror those of a sister screen read the other way
# Peg3 prom inh: inhibitors of Peg3 promoter; HeLa PEG-Prom luciferase reporter, luminescence, overnight; inhibition, % at 20 µM; actives 1.7% (n = 360,000);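 active = inhibition of at least 50% at 20 µM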
# NR2E3 ag-1: agonists of human NR2E3 nuclear receptor; Q9Y5X4; CHO-S Gal4-NCOR/VP16-NR2E3 two-hybrid, luciferase; inhibition of corepressor binding, % at 3.98 µM; actives 0.35% (n = 360,000); AID 602229;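 active = inhibition above the mean of all tested compounds plus 3 SD, cut at about 70% in these data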;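 also: 0% = DMSO with NR2E3 transfected cells and 100% = cells lacking NR2E3 construct; higher means lower luciferase signal from less NR2E3 corepressor binding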
# Target sequence (Q9Y5X4 whole entry, looked up, the tested form may be a part): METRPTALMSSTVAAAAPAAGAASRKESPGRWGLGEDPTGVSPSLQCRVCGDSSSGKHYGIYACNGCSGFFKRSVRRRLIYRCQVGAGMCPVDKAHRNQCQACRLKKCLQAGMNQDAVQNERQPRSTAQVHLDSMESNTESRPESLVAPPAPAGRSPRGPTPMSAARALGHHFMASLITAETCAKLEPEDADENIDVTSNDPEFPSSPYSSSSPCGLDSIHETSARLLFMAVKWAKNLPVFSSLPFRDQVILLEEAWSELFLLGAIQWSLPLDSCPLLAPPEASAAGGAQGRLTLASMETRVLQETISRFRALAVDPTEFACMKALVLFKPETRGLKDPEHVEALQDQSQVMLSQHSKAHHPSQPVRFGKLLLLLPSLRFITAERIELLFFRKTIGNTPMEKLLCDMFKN
# KKLEB cytotox: CF airway cell cytotoxicity counter-screen; activity change (cytotoxicity), % at 5 µM; KKLEB CF airway cells viability, ATPlite luminescence, overnight; active compounds read low; cells stimulated with P. aeruginosa culture filtrate; actives 0.36% (n = 360,000);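 active = corrected activity change at or below -50% at 5 µM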
# CaV13 ICDI inh: Primary screen for inhibitors of IQ motif and Ca2+-dependent inactivation inhibitor domain binding in CACNA1D, Förster resonance energy transfer in living cells, … | inhibition, % at 12.3 µM | actives 0.098% (n = 340,000) | AID 743397 | HEK cells, CFP/YFP FRET ICDI-IQ, plate reader, 10 min; percent FRET-ratio fall versus neutral wells;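 active = mean replicate inhibition of at least 30% and at least 1% of replicates passing that level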;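 also: 0% = median of the neutral control wells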
# HIF-2a inh: blocks HIF-2a reporter activity; 786-0 RCC cells HIF-2a reporter, luciferase luminescence, overnight; inhibition, % at 18.8 µM; actives 0.72% (n = 360,000); AID 624352;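 active = inhibition of the luminescence signal of 40% or more relative to plate controls, in a single-dose primary screen at 18.75 µM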
# Vif imaging: HIV Vif inhibition. HEK293T cells, Vif self-association by quenched fluorescence, imaging, 24 h. inhibition, % at 7.49 µM. actives 0.35% (n = 340,000). AID 602346; in the data active = inhibition above about 50%, passing the limit was not always enough; also: some results filed as inactive read as strong as hits
# CF NFkB block: cystic fibrosis NF-kB activation inhibition. inhibition, % at 5 µM. KKLEB NF-kB-GFP reporter, PAF-induced, GFP fluorescence overnight. actives 0.86% (n = 360,000);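 active = at least 50% inhibition at 5 µM, scaled per plate between neutral and stimulator controls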;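 also: PAF is a Pseudomonas aeruginosa culture filtrate used as stimulus; plate controls were PAF-stimulated DMSO wells for no effect and unstimulated DMSO wells for full effect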
# PDI turbidity: PDI (human) enzyme inhibition. P07237. PDI insulin aggregation turbidity, A650, 90 min. inhibition, % at 10 µM. actives 0.052% (n = 350,000);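 active = mean inhibition across replicates of 30% or more, whatever share of single replicates reach that level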;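 also: absorbance from insulin aggregation driven by PDI reduction with DTT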
# Target sequence (P07237 whole entry, looked up): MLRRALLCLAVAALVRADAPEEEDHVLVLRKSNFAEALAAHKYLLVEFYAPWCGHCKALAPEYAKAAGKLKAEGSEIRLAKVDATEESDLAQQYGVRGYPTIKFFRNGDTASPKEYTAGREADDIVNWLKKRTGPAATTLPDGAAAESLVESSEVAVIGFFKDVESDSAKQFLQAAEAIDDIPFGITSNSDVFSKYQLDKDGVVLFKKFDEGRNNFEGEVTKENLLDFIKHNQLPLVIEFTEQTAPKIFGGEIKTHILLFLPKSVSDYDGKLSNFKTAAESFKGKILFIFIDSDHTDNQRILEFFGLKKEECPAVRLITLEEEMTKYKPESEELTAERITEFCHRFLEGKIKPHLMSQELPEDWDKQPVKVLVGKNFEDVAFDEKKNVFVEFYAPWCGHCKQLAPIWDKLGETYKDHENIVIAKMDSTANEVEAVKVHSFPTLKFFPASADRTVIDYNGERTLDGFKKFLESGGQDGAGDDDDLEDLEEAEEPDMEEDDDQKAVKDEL
# NR2E3 ag-2: activates human photoreceptor nuclear receptor NR2E3; GST-NR2E3/biotin-RetCOR TR-FRET, 1536-well; Q9Y5X4; actives 0.12% (n = 320,000); inhibition of corepressor binding, % at 4.78 µM; AID 2300;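 active = percent inhibition above the cutoff of mean plus 3 SD of all tested compounds, set per screening campaign, cut at about 20% in these data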;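 also: 0% = DMSO wells and 100% = biotin wells as full block of FRET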
#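 System: GST-NR2E3 and biotin-RetCOR proteins; probe or stimulus: 7 nM biotin-RetCOR; doses: compound at 4.8 µM, single dose; schedule: Compound–protein incubation for 5 h at 4 °C; detection: time-resolved FRET; read-out: percent inhibition; controls: biotin wells as high control, 0.6% DMSO wells as low control; format: 1536-well plates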
# Starred values were filed as active, the others as inactive; . = no result given.
SMILES,Shn3 3UTR inh,TRPM1 prom inh,Peg3 prom inh,NR2E3 ag-1,KKLEB cytotox,CaV13 ICDI inh,HIF-2a inh,Vif imaging,CF NFkB block,PDI turbidity,NR2E3 ag-2
Cc1ccccc1CN(c1ccc(C(=O)Nc2ccccc2C(=O)N2CCCC2)cc1)S(C)(=O)=O,-5,3,13,-5,-6,-4,25,-3,6,-2,-2
CS(=O)(=O)N(CC(=O)NCc1ccc2c(c1)OCO2)c1ccc(Cl)cc1,-28,-11,-19,-46,1,-5,-54,-1,4,-5,0
CC(C)NC(=O)c1cc(-c2ccc3c(c2)OCO3)on1,-15,-54,-205,-156,2,-4,-165,-9,-8,10,-1
CCC(=O)Oc1ccc(NC(=O)c2ccc(S(=O)(=O)N3CCCC3)cc2)cc1,12,.,-2,14,-4,-11,-2,-4,-1,1,.
C=CCn1c(SCC(=O)c2ccc(Br)cc2)nnc1C(C)NC(=O)Cc1ccc(OC)cc1 (stereo unspecified),1,-4,17,23,-4,-8,-2,1,-6,-5,0
COC(=O)c1c(-c2ccc(SC)cc2)sc2ccc(OC)cc12,-6,-67,-295,-85,3,-5,-242,-4,20,0,.
COc1cc(/C=N\NC(=O)c2ccc(Cn3cc(Br)c([N+](=O)[O-])n3)o2)cc(OC)c1O,-1,4,3,-13,10,-6,6,5,2,0,-4
CCCn1c(C(C)Nc2nc(-c3ccc(C)cc3)cs2)nc2ccccc21 (stereo unspecified),-5,15,-30,14,-1,-5,-13,-6,1,-4,2
CCOC(=O)Cc1csc(NC(=O)COc2ccccc2)n1,-8,3,9,9,-8,-10,1,.,0,3,2
Cc1cc(S(=O)(=O)NC2CCCCC2)c(C)s1,-6,-4,7,5,2,-4,22,0,6,-1,-2
O=C(N/N=C/c1ccc(N2CCOCC2)cc1)c1ccncc1,-15,-8,6,10,-4,-4,-5,0,-6,-2,2
S=c1[nH]nc(COc2ccccc2)n1/N=C/c1cccc(Cl)c1Cl,-8,-5,11,-9,7,-21,24,0,-5,-2,1
O=C(CCSc1nc(-c2ccco2)cc(C(F)(F)F)n1)NCc1ccccn1,2,1,2,-9,-5,-6,9,3,-5,-2,1
O=C(CSc1ccccc1)Nc1ccccc1C(=O)O,-9,-10,-60,-84,13,-4,-87,2,-23,-7,-2
CCN(C(=S)Nc1cccc2ccccc12)c1ccccc1,13,.,20,-4,-1,-6,8,4,-8,4,.
Cc1noc(C(=O)NCc2ccccc2)c1Cl,-5,-15,10,-3,-7,-5,-8,1,4,7,5
CN1CCN(c2ccc([N+](=O)[O-])cc2C(=O)N2CCOCC2)CC1,-7,1,8,-5,-9,-5,0,9,-4,2,0
COC(=O)c1cc(NC(=O)C23CCC(C)(C(=O)O2)C3(C)C)cc(C(=O)OC)c1 (stereo unspecified),1,3,-3,-13,9,-3,17,.,-3,-8,0
COCCCNC(=O)/C(C#N)=C/c1ccc(OCC(=O)O)c(OC)c1,-19,-6,-4,-9,8,-3,12,7,-14,-4,8
Cc1cccn2c(=O)c(C=O)c(N3CCN(c4ccccc4)CC3)nc12,18,-22,16,-20,12,-3,23,5,-2,-5,4
OCC[C@@H]1NCc2cc(CO)cc(-c3ccccc3)c21,10,1,-6,-15,-1,-11,10,.,0,-1,.
Cc1ccc(NC(=O)COC(=O)c2cc(-c3cccs3)nn2-c2ccccc2)cc1[N+](=O)[O-],0,-5,-2,-25,-15,-6,6,-5,-4,15,0
C#CCSc1nnc(-c2sc3ccccc3c2Cl)o1,-29,-50,-208,-156,-12,-9,-311,-4,2,4,1
CCC(C)(C(=O)NC1CCCCC1)N(C(=O)CC1NC(=O)NC1=O)c1c(C)n(C)n(-c2ccccc2)c1=O (stereo unspecified),-7,4,0,-35,-4,-3,6,0,-12,1,0
O=C(O)CNC(=S)N(Cc1ccccc1F)C1CCCCC1,-20,-6,3,-5,3,3,12,7,10,-2,2

# A few values from the results shown:
# Cc1noc(C(=O)NCc2ccccc2)c1Cl @ HIF-2a inh = -8
# COC(=O)c1cc(NC(=O)C23CCC(C)(C(=O)O2)C3(C)C)cc(C(=O)OC)c1 (stereo unspecified) @ HIF-2a inh = 17

# The results go on.
SMILES,Shn3 3UTR inh,TRPM1 prom inh,Peg3 prom inh,NR2E3 ag-1,KKLEB cytotox,CaV13 ICDI inh,HIF-2a inh,Vif imaging,CF NFkB block,PDI turbidity,NR2E3 ag-2
Cn1c(SCC(=O)N2CCN(S(=O)(=O)c3ccc(Cl)cc3)CC2)nc2ccccc21,-12,10,13,9,-7,-4,7,-2,2,-2,1
COc1ccc(OC)c(NC(=O)Nc2nnc(COCCO)s2)c1,-21,.,17,-14,4,-3,17,-2,-3,0,.
Cc1ccc(OCCCC(=O)N2CCN(S(=O)(=O)c3cccc(F)c3)CC2)cc1,-1,13,10,5,6,-3,-1,0,6,-1,2
O=C(OCC(=O)N(C1CCCCC1)C1CCCCC1)c1ccncc1,12,-4,-1,-22,5,1,11,-2,8,2,2
Cc1ccc(C(c2nnnn2Cc2ccccc2)N2CCN(Cc3ccccc3)CC2)cc1 (stereo unspecified),1,-6,9,-16,7,.,-5,-5,6,6,0
CC(=O)Nc1ccc(NC(=O)c2cccc(-c3cc4ccccc4oc3=O)c2)cc1,-41,-9,-74,-97,1,0,-36,5,-25,-1,-2
Cc1ccc2cc(CN(CCCN3CCOCC3)C(c3nnnn3Cc3ccco3)C(C)C)c(=O)[nH]c2c1C (stereo unspecified),21,-2,19,-11,3,-8,-10,.,-1,4,1
COc1ccc(C2=CSC(/N=C/c3ccc(F)cc3)=NN2)cc1,-29,5,-16,-7,19,-7,-76,3,-30,-6,3
O=C1[C@@H]2[C@@H]3C[C@@H]([C@H]4ON=C(c5ccc(OCc6ccccc6)cc5)[C@@H]34)[C@@H]2C(=O)N1c1ccc2c(c1)OCO2,36,-9,4,2,5,-5,0,-2,-11,2,3
CC(C)(C)S(=O)N1Cc2cn(Cc3ccccc3)c(=O)cc2[C@H]1CCO (stereo partly specified),2,1,-10,-28,14,-3,5,2,-10,-13,.
NC(=O)CC(NC(=O)Cc1ccc(Br)cc1)c1ccc(N2CCN(c3ccc(F)cc3)CC2)c([N+](=O)[O-])c1 (stereo unspecified),19,18,18,-8,-9,-4,-3,.,11,0,2
Cc1c(CN2CCCCC2)c(O)n(CCCO)c(=O)c1C#N,0,-1,6,0,-5,.,6,3,3,-3,-1
CCCc1cc(=O)oc2cc(OCC(=O)NCCCN3CCCC3=O)ccc12,-7,3,-1,-11,4,-7,-8,-3,-22,0,0
COc1cc(CNC(C)(C)CO)ccc1OCC(=O)NC(C)(C)C,-3,6,11,5,26,-4,14,1,-35,-5,-3
CCCc1cc(=O)n2[nH]c(C)c(-c3ccc(Cl)cc3)c2n1,3,4,62*,43,3,-5,20,-4,-4,2,1
COc1cccc(OCc2cc(/C=N/NC(=O)c3nc(Cl)c(Cl)c(N)c3Cl)ccc2OC)c1,-22,11,-7,-34,-5,.,7,9,-7,1,2
CCN(C[C@H]1N[C@@](Cc2ccccc2)(C(=O)OC)[C@H]2C(=O)N(Cc3ccccc3)C(=O)[C@@H]12)S(=O)(=O)c1ccc(OC)cc1,21,8,-3,-14,-1,-3,5,-6,7,14,.
COc1ccc(CNS(=O)(=O)c2ccc(OC)cc2)cc1,6,7,0,-28,2,-6,18,.,1,3,-1
CCCc1[nH]nc2c1C(c1ccc(OCCN3CCOCC3)c(OC)c1)C(C#N)=C(N)O2 (stereo unspecified),-17,-19,-20,6,-13,-5,-80,15,-4,7,4
C[C@H](CO)N1C[C@H](C)[C@@H](CN(C)C(=O)NC2CCCCC2)Oc2ccc(NC(=O)NC3CCCCC3)cc2C1=O,8,3,-3,6,38,-5,9,12,-13,-4,.
c1ccc(Oc2nc(N3CCOCC3)nc(N3CCOCC3)n2)cc1,-11,6,2,-24,-1,-4,10,10,9,-2,3
Nc1nc(SCC(=O)NCC2CCCO2)[nH]c(=O)c1NC(=O)c1ccco1 (stereo unspecified),-9,.,8,-32,28,-6,4,.,-6,.,-1
O=[N+]([O-])c1ccc(Nc2ccccn2)c([N+](=O)[O-])c1,-4,13,8,19,2,-4,8,-7,-36,-3,5
CN(Cc1ccccc1)S(=O)(=O)c1ccc(Cl)c(C(=O)N2CCC2)c1,0,4,15,-4,9,-2,8,-4,0,4,-1
CC(C)(C)/C(O)=C/c1nc2ccccc2[nH]c1=O,3,-2,-23,28,-3,-3,-13,0,-7,11,-3
# Later entries:
SMILES,Shn3 3UTR inh,TRPM1 prom inh,Peg3 prom inh,NR2E3 ag-1,KKLEB cytotox,CaV13 ICDI inh,HIF-2a inh,Vif imaging,CF NFkB block,PDI turbidity,NR2E3 ag-2
CC(C)=CCC/C(C)=C/CNC(=O)CC1C[C@H](C(=O)N2CCOCC2)[C@@]2(C)c3[nH]c4ccccc4c3CCN2C1=O (stereo partly specified),68,21,17,13,4,-10,16,.,-1,-7,.
N#Cc1cnc(N)c(Br)c1,5,-5,1,-2,11,6,13,4,-15,-1,2
CCNC(=S)Nc1cc(C)ccn1,6,4,2,-22,-2,-4,-42,-5,4,-14,-1
O=C(COC(=O)c1ccc(Br)cc1)Nc1ccccc1Br,-7,7,16,-13,8,-6,4,-3,15,-2,6
COCCN1C(=O)c2ccccc2C1c1nc2ccccc2[nH]1 (stereo unspecified),13,.,8,-1,-3,-4,-3,.,-19,.,.
Cc1nn(CC(=O)Nc2ccc(S(N)(=O)=O)cc2)c(=O)c2ccccc12,3,-4,0,11,-3,-18,13,-2,1,2,3
NC(=O)NC(=O)COC(=O)c1ccc(Cl)c(S(=O)(=O)N(Cc2ccccc2)c2ccc(Cl)cc2)c1,3,10,6,-28,-5,-16,13,2,6,-14,2
COc1ccc(C(=O)Nc2cc3c4c(c2)CC(=O)N4CCC3)c(OC)c1,-103,-96,-294,-60,-30,.,-266,-5,-4,0,0
CCOC(=O)C(Cc1ccccc1)(Cc1ccccc1)C(C)=O,-17,-6,6,6,-1,-3,17,-5,-6,-6,-2
Cc1ccc(S(=O)(=O)N2CCC(C(=O)Nc3ncccc3O)CC2)cc1,-2,7,4,-41,-33,-6,11,5,-7,6,4
O=C(COC(=O)c1ccc([N+](=O)[O-])o1)c1ccccc1,9,-1,0,5,5,-6,-4,11,2,-5,0
COc1ccc(CCNC(=O)Cn2cnc3c(nnn3Cc3ccc(C)cc3)c2=O)cc1OC,-9,-5,9,2,2,.,10,8,-32,10,0
COc1cccc(N2C(=O)c3ccncc3C2=O)c1,-1,0,14,-43,1,-5,16,-10,-4,-1,4
Nc1nc(NC(=O)CCCC(=O)O)nn1-c1ccccc1,7,6,0,-1,-6,.,3,6,29,-3,0

# Screens from PubChem BioAssay.
